PolyA inhibitor: blocks polyadenylation in yeast reporter cells | S. cerevisiae SKY197-pL101 polyadenylation reporter, beta-gal luminescence; efflux-impaired pdr1/pdr3 knockout yeast; score 100 = 6 SD above DMSO | calls only at 12 µM | 300,000 tested, 0.02% active | AID 1875;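 active = lowest replicate activity score at least 50, where 100 means six control SD above control mean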;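 note: yeast exposed to compound for 9 h at 30 °C; higher score means more reporter readthrough which indicates perturbed polyadenylation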
MrgX1 PAM: allosterically activates human MrgX1 receptor signaling | Q96LB2 | AID 588675 | B-score at 10 µM | 310,000 tested, 0.63% active | MrgX1-HEK293, Fluo-4 calcium flux, FDSS; active compounds read high;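 active = plate-corrected calcium response at least 3 library SD above typical, normal starting fluorescence, not activating the receptor alone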;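 note: compound read alongside a low EC10 to EC30 dose of BAM8-22 agonist; peak minus trough fluorescence over baseline measured at the second addition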
TRPC6 inhibitor: inhibitors of mouse TRPC6 channel | Q61143 | HEK293-TRPC6, membrane potential dye, ACh-evoked depolarization; active compounds read low | B-score at 10 µM | 310,000 tested, 1.1% active | AID 2553;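 active = B-score under library mean minus 3 SD, initial fluorescence not abnormally high, positive integrated signal ratio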;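 note: B-score derived from integrated fluorescence ratio over the kinetic read; more negative B-score means stronger inhibition of depolarization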
Target sequence (Q61143 whole entry, looked up): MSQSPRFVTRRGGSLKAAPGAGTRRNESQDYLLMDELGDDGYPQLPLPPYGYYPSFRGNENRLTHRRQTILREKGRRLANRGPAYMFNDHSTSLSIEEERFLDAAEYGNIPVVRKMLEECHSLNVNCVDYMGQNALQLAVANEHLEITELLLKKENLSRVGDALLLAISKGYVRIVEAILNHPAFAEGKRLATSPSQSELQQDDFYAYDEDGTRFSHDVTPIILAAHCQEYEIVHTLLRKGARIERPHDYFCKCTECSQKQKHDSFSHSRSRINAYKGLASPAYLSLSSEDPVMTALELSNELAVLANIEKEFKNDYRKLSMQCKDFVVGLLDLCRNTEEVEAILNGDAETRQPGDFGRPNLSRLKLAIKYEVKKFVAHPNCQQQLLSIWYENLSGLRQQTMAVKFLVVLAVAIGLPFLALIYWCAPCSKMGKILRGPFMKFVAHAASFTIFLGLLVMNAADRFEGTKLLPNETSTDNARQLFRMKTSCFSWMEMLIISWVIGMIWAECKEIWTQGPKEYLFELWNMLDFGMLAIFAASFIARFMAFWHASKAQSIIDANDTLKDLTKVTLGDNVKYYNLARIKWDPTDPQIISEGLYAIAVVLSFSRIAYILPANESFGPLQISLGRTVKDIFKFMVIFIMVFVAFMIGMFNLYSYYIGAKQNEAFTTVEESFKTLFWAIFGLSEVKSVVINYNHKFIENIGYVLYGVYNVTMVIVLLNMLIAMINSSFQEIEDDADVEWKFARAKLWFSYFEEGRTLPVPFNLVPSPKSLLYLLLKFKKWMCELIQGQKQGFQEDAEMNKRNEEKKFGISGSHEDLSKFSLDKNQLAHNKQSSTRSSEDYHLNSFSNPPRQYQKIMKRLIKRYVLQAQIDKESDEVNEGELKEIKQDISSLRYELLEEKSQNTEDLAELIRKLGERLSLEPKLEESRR
TRPC4 act: TRPC4 (mouse) channel activation; B-score at 10 µM; 310,000 tested, 0.49% active; AID 2237; HEK293 TRPC4beta/mu-opioid, Fluo4 calcium fluorescence; active compounds read high; Q9QUQ5;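 active = B-score above 5 SD of library B-scores, and initial fluorescence ratio not above library mean plus 5 SD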;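 note: positive B-score marks a calcium rise read as TRPC4 activation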
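Assay system – TRPC4beta and mu-opioid receptor HEK293 stable cells · Measured by – Fluo4 fluorescence, kinetic · Schedule – dye loading 45 min room temperature, 110 s kinetic read · Read-out – B-scored integrated calcium fluorescence ratio · Controls – buffer and maximal DAMGO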
MrgX1 ag: human MrgX1 receptor agonism, primary screen. Q96LB2. MrgX1-HEK293 cells, Fluo-4 calcium fluorescence, agonist mode; active compounds read high. B-score at 10 µM. 310,000 tested, 0.44% active. AID 588627;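 active = calcium response B-score plate-corrected fluorescence ratio at least 3 library SD, with starting fluorescence B-score inside 5 SD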
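Material: MrgX1-expressing HEK293 cells; input: 15,000 cells per well; doses: test compound given as first of three sequential additions; schedule: overnight plating before 1 h dye loading; technique: Fluo-4 NW calcium-flux fluorescence, kinetic read; evaluation: baseline-normalised fluorescence change ratio, B-scored; control set: plate-wise positive and negative controls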
TRPC4 PAM: TRPC4 (mouse) allosteric potentiation | Q9QUQ5 | HEK293 TRPC4beta/mu-opioid, DAMGO EC20, Fluo-4 Ca2+ flux; active compounds read high | B-score at 10 µM | 310,000 tested, 0.42% active;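 active = B-score of calcium response area above 5 SD of library B-scores, with initial fluorescence ratio within 5 SD of library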;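 note: B-score of integrated fluorescence ratio over time as area under calcium response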
AI-2 QS mod: modulators of Vibrio harveyi AI-2 quorum sensing system; AID 2094; 300,000 tested, 0.4% active; Vibrio harveyi JMH597 AI-2 luminescence/OD600 ratio, 9 h; active compounds read low; strain lacks LuxN and CqsS sensors; 0 = neutral-control median; activity change, % at 7.5 µM; in the data active = activity change below about -75%, passing the limit was not always enough;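 note: luminescence divided by OD600 gain over 9 h not by final OD600 alone; inactives centre near 13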
MrgX1 antag: human MrgX1 receptor antagonism, primary screen | AID 588676 | B-score at 10 µM | Q96LB2 | MRGX1-HEK293 calcium flux, Fluo-4, BAM8-22 antagonism; active compounds read low | 310,000 tested, 1.3% active;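 active = calcium-response B-score plate-corrected more than 3 library SD below zero, starting fluorescence within 5 deviations, no agonist response on first addition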;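 note: peak minus trough fluorescence over baseline after final BAM8-22 challenge near maximal dose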
TRPC4 block: blocks the mouse TRPC4 cation channel; HEK293 TRPC4beta/mu-opioid, DAMGO-evoked Fluo4 calcium flux; active compounds read low; Q9QUQ5; AID 2247; 300,000 tested, 0.39% active; B-score at 10 µM;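 active = B-score over 3 SD under the library average, no early fluorescence shift, positive overall ratio signal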
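test system = HEK293 cells with stable TRPC4beta plus mu-opioid receptor expression | detection = Fluo4 Ca2+ flux fluorescence | read-out = integrated fluorescence ratio relative to baseline, converted to per-well B score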
HIF act: HIF pathway transcriptional activation. 300,000 tested, 0.32% active. AID 1910. activation, % at 7.5 µM (by protocol). U2OS HRE-luciferase reporter, luminescence; normalized: DMSO 0%, desferrioxamine 100%;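 active = mean activation of at least 10% of the iron chelator positive control signal, with at least half of replicates also reaching 10%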
TRPC6 act: mouse TRPC6 channel activation; Q61143; B-score at 10 µM; AID 2550; HEK293-TRPC6 membrane potential dye fluorescence; active compounds read high; 310,000 tested, 0.13% active;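 active = B-score of the integrated fluorescence ratio above library mean plus 3 SD, and starting fluorescence ratio within library mean plus 5 SD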;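 note: higher score means more depolarization so channel activation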
An asterisk follows results filed as active; i = inactive; / = no result given. Not all compounds are listed, so the mix of outcomes need not match the whole.

SMILES,HIF act,MrgX1 antag,MrgX1 ag,AI-2 QS mod,TRPC4 PAM,TRPC4 act,MrgX1 PAM,TRPC6 act,PolyA inhibitor,TRPC4 block,TRPC6 inhibitor
CC1(C)Cc2c(cnn2-c2ccc(F)cc2)C(NC(=O)CN2CCCCC2=O)C1 (stereo not given),0.5,i,i,14,i,i,i,i,i,i,i
CCC(=O)N1CCc2cc(Br)cc(S(=O)(=O)C3(C(=O)OC)CC3)c21,-0.2,i,i,14,i,i,i,i,i,i,i
O=C(Nn1c(C2CCC2)nc2ccccc2c1=O)C1CCC1,-0.4,i,i,20,i,i,i,i,i,i,i
CCOC(=O)Cn1nc(-c2ccc(F)cc2)oc1=O,0.2,i,i,23,i,i,i,i,i,i,i
CC(=O)Nc1nnc(SCc2ccc(C(=O)Nc3ccccc3F)cc2)s1,0.9,i,i,19,i,i,i,i,i,i,i
COc1ccc(NC(=O)CCCc2c[nH]c3ccccc23)cc1OC,0.2,i,i,21,i,i,i,i,i,i,i
Cc1ccc(NC(=S)N2CCC(NC(=O)c3ccc(F)cc3)CC2)cc1C,-0.4,i,i,16,i,i,i,i,i,i,i
COc1ccc(CCC(=O)NNC(=O)c2ccc(OC)cc2)cc1,0.6,i,i,4,i,i,i,i,i,i,i
COc1ccc(Nc2nc(N)nc(COc3ccc(OC)cc3)n2)cc1,3.2,i,i,-14,i,i,i,i,i,i,i
COCCCNC(=S)N(Cc1ccccc1)Cc1ccccc1,-0.6,i,i,15,i,i,i,i,i,i,i

2 compounds picked at random from those above, as already listed:
SMILES,HIF act,MrgX1 antag,MrgX1 ag,AI-2 QS mod,TRPC4 PAM,TRPC4 act,MrgX1 PAM,TRPC6 act,PolyA inhibitor,TRPC4 block,TRPC6 inhibitor
CCOC(=O)Cn1nc(-c2ccc(F)cc2)oc1=O,0.2,i,i,23,i,i,i,i,i,i,i
COc1ccc(NC(=O)CCCc2c[nH]c3ccccc23)cc1OC,0.2,i,i,21,i,i,i,i,i,i,i

Next section
SMILES,HIF act,MrgX1 antag,MrgX1 ag,AI-2 QS mod,TRPC4 PAM,TRPC4 act,MrgX1 PAM,TRPC6 act,PolyA inhibitor,TRPC4 block,TRPC6 inhibitor
N/C(=N\OC(=O)c1ccc(F)cc1)c1cccc([N+](=O)[O-])c1,0.7,i,i,16,i,i,i,i,i,i,i
Cc1ccc(C2=CC(c3cccs3)n3nnnc3N2)cc1 (stereo not given),3.7,i,i,17,i,i,i,i,i,i,i
O=C(Cc1cccs1)Nc1nnc(Cc2ccccc2)s1,-0.3,i,i,-3,i,i,i,i,i,i,i
COc1ccc(C2C=C(c3ccccc3)Nc3ncnn32)cc1 (stereo not given),0.2,i,i,16,i,i,10*,i,i,i,i
O=C(Nc1nnc(COc2ccc(F)cc2)s1)c1cccs1,-0.3,i,i,2,i,i,i,i,i,i,i
COC(=O)C1CC(O)CN1C(=O)Nc1ccccc1 (stereo not given),-0.3,i,i,22,i,i,i,i,i,i,i
COc1ccccc1CSc1ncc(-c2ccc([N+](=O)[O-])cc2)[nH]1,0.3,i,i,23,i,i,i,i,i,i,i
O=C1NC(=S)N/C1=C\C=C\c1ccccc1,2.0,i,i,17,i,i,i,i,i,i,i
CC(=O)Nc1ccc(C(=O)Nc2ccc3c(c2)OCO3)cc1,0.1,i,i,21,i,i,i,i,i,i,i
COc1ccc(CCNC(=O)C(=O)NCC2OCCN2S(=O)(=O)c2ccc(F)cc2)cc1OC (stereo not given),0.1,i,i,12,i,i,i,i,i,i,i
COc1ccc2c(c1)C1NC(=S)N[C@@](C)(O2)C1C(=O)Nc1ccccc1 (stereo not given in full),0.0,i,i,18,i,i,i,i,i,i,i
N#CC[C@H](Cc1ccccc1)N1CCN(CCc2ccccc2)CCC1=O,-1.7,i,i,20,i,i,i,i,i,i,i
Cn1nc(C(=O)OCC(=O)Nc2cccc(S(=O)(=O)N3CCCC3)c2)c2ccccc2c1=O,-0.3,i,i,32,i,i,i,i,i,i,i
O=C(Nc1ccc(F)cc1)c1ccc(-n2cncn2)c([N+](=O)[O-])c1,0.2,i,i,22,i,i,i,i,i,i,i
Cc1ccc(Nc2cc(C)nn2-c2nc(C)cc(=O)[nH]2)cc1,216*,i,i,-160*,i,i,i,i,i,i,i
COc1ccc(Cl)cc1NC(=O)CN(C)C(=O)Cc1ccsc1,1.2,-6.8*,i,7,i,i,i,i,i,i,i
O=C(Cc1ccc(Br)cc1)Nc1ccc(Cl)cc1,2.6,i,i,-69,i,i,i,i,i,i,i
C=C(C)CNC(=S)N1CCNC(=O)C1CC(=O)OC (stereo not given),-0.3,i,i,17,i,i,i,i,i,i,i
Cc1ccc(NC(=O)c2cnccn2)cc1,1.1,i,i,15,i,i,i,i,i,i,i
O=C(NCCc1ccc(Cl)cc1)C1CCN(S(=O)(=O)N2CCCCC2)CC1,-0.1,i,i,5,i,i,i,i,i,i,i
CCC(=O)NCCNc1nc2cc(C)c(C)cc2cc1C#N,-0.1,i,i,23,i,i,i,i,i,i,i
Cc1ccccc1C(=O)c1c[nH]c(C(=O)NCCc2ccccn2)c1,0.6,i,i,19,i,i,i,i,i,i,i
COc1ccccc1CN1C(=S)SC(C)(C)C1NO (stereo not given),-0.4,i,i,14,i,i,i,i,i,i,i
Cc1[nH]n(-c2ccccc2)c(=O)c1N=Nc1cccc(Cl)c1,-30,i,i,-8,i,i,i,i,i,i,i
Cc1n[nH]c(=O)nc1NCc1ccc(Cl)cc1,-1.4,i,i,21,i,i,i,i,i,i,i
COc1ccc(CC(=O)Nc2ccc3nc(C)sc3c2)cc1OC,-0.4,i,i,13,i,i,i,i,i,i,i
Brc1ccc(OCCOCCN2CCOCC2)cc1,/,i,i,17,i,i,i,i,i,i,i
Cc1ccc(-n2c(=O)c(C#N)cc3c(=O)n4cccc(C)c4nc32)cc1,-0.2,i,i,8,i,i,i,i,i,i,i
CCc1c(C)nc(SCC(=O)N2CCN(c3ccccc3OC)CC2)[nH]c1=O,-1.3,i,i,12,i,i,i,i,i,i,i
COc1cc(C(=O)NCc2ccco2)cc(OC)c1OC,0.3,i,i,20,i,i,i,i,i,i,i
Cc1ccc2nc(-c3ccc(-c4ccccn4)s3)cn2c1,1.1,i,i,11,i,i,i,i,i,i,i
O=C(COC(=O)CN=C1NS(=O)(=O)c2ccccc21)Nc1ccccc1OC(F)F,0.1,i,i,36,i,i,i,i,i,i,i
CCOc1cc(Br)c(C(C)NC(=O)c2cccnc2)cc1OCC (stereo not given),0.3,i,i,17,i,i,i,i,i,i,i
Cc1cccc(N2CCN(C(=O)c3nn(C)c4c3CS(=O)(=O)c3ccccc3-4)CC2)c1C,-0.3,i,i,12,i,i,i,i,i,i,i
CC1Oc2cc3oc4c(O)c5c(cc4c(=O)c3c(O)c2C1(C)C)C=CC(C)(C)O5 (stereo not given),3.6,i,i,-8,i,i,i,i,i,i,i
CCOC(=O)c1c(NC(=O)COc2ccc3ccc(=O)oc3c2)sc(C(=O)N(C)C)c1C,-0.4,i,i,17,i,i,i,i,i,i,i
CCOC(=O)N1CCC(NS(=O)(=O)c2ccc(C)c(Cl)c2)CC1,0.7,i,i,12,i,i,i,i,i,i,i
Cc1c(C(=O)O)cccc1-n1c(C)cc(/C=C(/C#N)C(=O)NCc2ccccc2)c1C,0.1,i,i,12,i,i,i,i,i,i,i
C[C@H](NC(=O)c1ccc(Cl)cc1)C(=O)NCCc1ccc(S(N)(=O)=O)cc1,-0.3,i,i,11,i,i,i,i,i,i,i
O=S(=O)(c1cccc(NC(=S)N2CCN(c3ccc(F)cc3)CC2)c1)C(F)F,-0.3,i,i,-43,i,i,i,i,i,i,i
CCCCNCC(=O)Nc1sc(C)c(C)c1C(=O)OCC,-0.1,i,i,1,i,i,i,i,i,i,i
CCOc1ccc2c(c1)C(=O)C(=O)N2CC1COc2ccccc2O1 (stereo not given),1.6,i,i,16,i,i,i,i,i,i,i
CCOc1ccccc1NS(=O)(=O)c1ccc2c(c1)NC(=O)CCS2,0.2,i,i,3,i,i,i,i,i,i,i
Cc1c(C(=O)O)oc2ccc(S(=O)(=O)N3CCCC3)cc12,-0.7,i,i,-4,i,i,i,i,i,i,i
O=C(NN1C(=O)/C(=C/C=C/c2ccco2)SC1=S)c1ccncc1,-0.4,i,i,13,i,i,i,i,i,i,i
CCCCN1C(=O)/C(=c2\sc3nc(=O)c(-c4ccccc4)nn3c2=O)c2ccccc21,0.0,i,i,8,i,i,i,i,i,i,i
Cc1ccc2[nH]c(=O)c(CN(CCCN(C)C)C(=O)Nc3ccc(Cl)cc3)cc2c1,-0.1,i,i,9,i,i,i,i,i,i,i
Cc1cc(C)nc(-n2nc(C)cc2NC(=O)c2cccc(S(=O)(=O)N(C)C)c2)n1,-0.1,i,i,26,i,i,i,i,i,i,i
Cc1ccc(S(=O)(=O)N2CCN(C(=O)COC(=O)c3ccc(O)cc3)CC2)c(C)c1,-0.6,i,i,7,i,i,i,i,i,i,i
CCCOc1ccc(C(=O)NNC(=O)CCNC(=O)c2ccco2)cc1OC,-13,i,i,-5,i,i,i,i,i,i,i

(more compounds)
SMILES,HIF act,MrgX1 antag,MrgX1 ag,AI-2 QS mod,TRPC4 PAM,TRPC4 act,MrgX1 PAM,TRPC6 act,PolyA inhibitor,TRPC4 block,TRPC6 inhibitor
c1ccc(CN2CCN(c3cnc4ccccc4n3)CC2)cc1,5.1,-8.8*,i,-6,i,i,i,i,i,i,i
O=C(Nc1ccccn1)c1ccc(C(=O)c2ccccc2)cc1,2.4,i,i,115,i,i,i,i,i,i,i
CCOC(=O)Nc1ccc([N+](=O)[O-])cc1OC,0.5,i,i,15,i,i,i,i,i,i,i
COc1ccc(-n2c(/C=C3\C(=O)N(C)c4ccccc43)nc3ccccc3c2=O)cc1,0.2,i,i,15,i,i,i,i,i,i,i
O=C1CC(=O)Nc2cc(S(=O)(=O)N3CCN(c4ccc([N+](=O)[O-])cc4)CC3)ccc2N1,0.0,i,i,30,i,i,i,i,i,i,i

High-throughput results deposited in PubChem by several laboratories.
